# Bioassay records deposited in PubChem by several laboratories.
# GPR35 arrestin U2OS = GPR35 antagonists blocking zaprinast-driven arrestin recruitment, primary screen, imaging, U2OS, beta-arrestin-GFP, zaprinast agonist (AID 2058). U2OS GPR35 beta-arrestin-GFP translocation imaging, zaprinast antagonism; higher % means a stronger effect. one-dose inhibition, % at 10 µM; IC50 in µM for titrated hits. G-protein coupled receptor 35 (Homo sapiens). 290,000 compounds, 0.052% hits;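 active means inhibition of at least 50% with at least 30 cells and total cytoplasm GFP at most 10,000,000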
# AID2073 = inhibitors of Mint1-CaV2.2 protein interaction, biochemical, HTRF (AID 2073); inhibition, % at 20 µM, or IC50 in µM where a hit was titrated; 290,000 compounds, 0.19% hits; HTRF protein-protein interaction, Mint1-CaV2.2; higher % means a stronger effect; in the data active means inhibition mostly above about 51%, no sharp cut-off; further: some results filed as inactive read as strong as hits
# NS5 inhibitors = Dengue-2 NS5 methyltransferase inhibitors, primary screen, biochemical, confirmation dose response (AID 588689); Genome polyprotein (Dengue virus type 2 (strain 16681-PDK53)); Dengue-2 NS5 methyltransferase capping enzyme assay, biochemical; higher % means a stronger effect; inhibition, % at 25 µM, or IC50 in µM where a hit was titrated; 340,000 compounds, 0.3% hits; in the data active means a potency from the dose series
# GPR55 antagonists = GPR55 antagonists blocking LPI-driven arrestin recruitment, primary screen, imaging, U2OS, beta-arrestin-GFP, LPI agonist (AID 2013); G-protein coupled receptor 55 (Homo sapiens); 290,000 compounds, 0.13% hits; inhibition, % at 10 µM, or IC50 in µM where a hit was titrated; U2OS GPR55 beta-arrestin-GFP translocation imaging, LPI antagonism; higher % means a stronger effect;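 active means spots per cell inhibited over 60%, with over 100 cells counted and total cytoplasm intensity under 500,000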;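 further: U2OS cells stably carrying GPR55 and arrestin-GFP stimulated by 5 µM LPI near EC80; imaged beta-arrestin-GFP aggregate spots per cell after agonist stimulation; plate controls were LPI-stimulated DMSO wells for no effect and DMSO wells without LPI for full effect; some results filed as inactive read as strong as hits; confirmed hits need IC50 under 10 µM and bright autofluorescent wells are also inconclusive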
# Large T inhibition = SV40 large T antigen inhibitors, biochemical (AID 1903). SV40 large T antigen ATPase/helicase inhibition assay; higher % means a stronger effect. one-dose inhibition, % at 20 µM; IC50 in µM for titrated hits. 310,000 compounds, 0.39% hits; in the data active means a potency from the dose series; further: strong numbers were not always called active
# NTR1 ag = agonists of NTR1, primary screen, imaging, U2OS cells, beta-arrestin-GFP, high content (AID 493036) | activation, % at 20 µM | Neurotensin receptor type 1 (Homo sapiens), P30989 | NTR1-U2OS beta-arrestin-GFP spot imaging, agonist mode | 330,000 compounds, 0.17% hits;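 active means activation at or above 40% of the spot to cytoplasm intensity ratio, with at least 20 cells analyzed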;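 further: 0% = DMSO without peptide and 100% = 100 nM NTR1 peptide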
# Target sequence (P30989 whole entry, looked up): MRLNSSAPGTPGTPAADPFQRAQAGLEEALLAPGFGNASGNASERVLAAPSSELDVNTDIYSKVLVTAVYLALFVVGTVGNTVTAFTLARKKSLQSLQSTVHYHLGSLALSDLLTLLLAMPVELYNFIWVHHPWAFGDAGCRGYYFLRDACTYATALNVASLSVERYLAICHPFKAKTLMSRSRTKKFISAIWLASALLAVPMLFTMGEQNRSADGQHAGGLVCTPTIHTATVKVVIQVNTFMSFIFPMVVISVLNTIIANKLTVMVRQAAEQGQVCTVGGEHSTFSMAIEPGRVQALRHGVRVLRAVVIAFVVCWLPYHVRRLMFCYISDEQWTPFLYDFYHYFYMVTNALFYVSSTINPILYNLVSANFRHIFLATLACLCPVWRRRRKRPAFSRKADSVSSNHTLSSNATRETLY
# Yfh1-depleted yeast = enhancers of respiration in Yfh1-depleted yeast, dose response, Friedreich's ataxia, plus single-dose screen (AID 1465). one-dose fold induction at 50 µM; EC50 in µM for titrated hits. S. cerevisiae Yfh1-off respiration, WST-1 reduction, 72 h; higher fold induction means a stronger effect. 220,000 compounds, 0.074% hits;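 active means fold induction of absorbance versus untreated yeast above a set limit, then at least 30% activation at any dose in follow-up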;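 further: activators that raise dye reduction in frataxin-depleted yeast; strong numbers were not always called active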
# GPR55 beta-arrestin = GPR55 agonists via beta-arrestin recruitment, primary screen, imaging, U2OS cells, beta-arrestin-GFP redistribution (AID 1961). G-protein coupled receptor 55 (Homo sapiens). U2OS GPR55 beta-arrestin-GFP redistribution imaging; higher % means a stronger effect. activation, % at 10 µM, or EC50 in µM where a hit was titrated. 290,000 compounds, 0.048% hits;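 active means activation above 40% with more than 50 cells counted in the well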;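 further: U2OS osteosarcoma cells stably expressing GPR55 and beta-arrestin-GFP; plate controls were DMSO negative control for no effect and LPI positive control for full effect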
# MgcRacGAP inhibition = MgcRacGAP GTPase-activating activity inhibitors, confirmation, biochemical, ADP Hunter fluorescence; Rac GTPase-activating protein 1 (Homo sapiens); MgcRacGAP-stimulated Rac1 GTP hydrolysis, ADP Hunter fluorescence; higher % means a stronger effect; GST-tagged Rac1 F28L mutant substrate; inhibition, % at 30 µM; hits with a dose series show IC50 in µM; 340,000 compounds, 0.6% hits; AID 624330, 2012;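 active means first-screen hits whose inhibition reached a set limit at any dose in the follow-up dose series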;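 further: fluorescence reports GDP produced by GAP-driven GTP hydrolysis; strong numbers were not always called active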
# NTR1 ag cell count 20 µM = second read-out of NTR1 ag, no call of its own (marks repeat the call); cell count; measured here: cell count, cytotoxicity flag
# NS5 inhibitors pilot replicate = further read-out of NS5 inhibitors, marked with its call; inhibition, %; measured here: pilot screen replicate inhibition
# * marks the source's active call; other numbers are inactive results; i = inactive; . = not tested or not shown.
SMILES,GPR35 arrestin U2OS,AID2073,NS5 inhibitors,GPR55 antagonists,Large T inhibition,NTR1 ag,NTR1 ag cell count 20 µM,Yfh1-depleted yeast,GPR55 beta-arrestin,MgcRacGAP inhibition,others
C/C(=N\n1c(C)nc2ccccc2c1=O)c1ccc(C)o1,6%,-6%,5%,-2%,2%,0.5,58,i,0.1%,1%,
Oc1ccc(Cc2ccc(Cl)cc2)c(O)c1,-2%,9%,-5%,-19%,12%,-0.1,79,i,-0.1%,69µM*,
CCc1ccc(NC(=O)Cn2cnc3sc(C)c(S(=O)(=O)N4CCOCC4)c3c2=O)cc1,4%,23%,-6%,10%,13%,-0.6,40,.,-0.2%,3%,
CCOc1ccc(NC(=O)Cn2c(=O)n(CC3CCCO3)c(=O)c3ccccc32)cc1 (stereo not drawn),4%,19%,-12%,14%,10%,-1.0,58,i,-0.7%,10%,
COc1ccc(OC)c(CN2CCCC(C(=O)N3CCCCC3)C2)c1 (stereo not drawn),14%,-4%,0%,17%,1%,-0.2,76,i,-0.1%,20%,
O=C(NNC(=S)NC(=O)c1ccccc1)c1ccc([N+](=O)[O-])cc1,-6%,-13%,14%,14%,14%,0.0,55,.,0.2%,3%,
O=C(NC(=O)c1c(F)cccc1F)Nc1ccccc1SC(F)F,-6%,-3%,9%,-5%,6%,1.4,41,i,1.4%,-4%,
CC(=O)c1ccc(NC(=O)CC(NCCC2=CCCCC2)C(=O)O)cc1 (stereo not drawn),12%,-7%,-1%,1%,5%,-1.4,49,i,0.5%,-1%,
O=C(CCN1CCCCC1)N=Nc1c(O)[nH]c2ccccc12,-9%,10%,1%,14%,4%,1.1,56,i,0.1%,13%,
CCN(CC)C(=O)CSC1c2ccccc2C(=O)N1c1ccccc1 (stereo not drawn),0%,6%,-3%,-3%,2%,0.4,77,i,-0.2%,4%,
Cc1ccc(Nc2nnc(SCC(=O)NCCN3C(=O)CSC3=O)s2)cc1C,-21%,3%,0%,1%,1%,-1.3,65,i,1.2%,15%,
CC1(C)CC2CC(C)(CN2C(=S)NC(=O)c2ccccc2Cl)C1 (stereo not drawn),-3%,-7%,-1%,4%,10%,-1.1,66,i,0.5%,5%,
Cn1c(N)c(C(=O)Nc2ccccc2F)sc1=S,-3%,-10%,-5%,-7%,11%,0.7,66,i,-0.2%,10%,
N#Cc1ccc(S(=O)(=O)N2CCN(c3ncccn3)CC2)cc1,0%,8%,-4%,-10%,2%,0.4,60,i,0.2%,13%,
COc1cccc(C(NC(C)=O)c2ccc3cccnc3c2O)c1 (stereo not drawn),-10%,14%,4%,13%,-1%,5.6,53,.,0.5%,3%,
OC1(CNCc2ccccc2)C2CC3CC(C2)CC1C3 (stereo not drawn),11%,37%,4%,3%,6%,-0.1,66,i,0.6%,8%,
Cc1ccc(-c2cc(C(F)F)n3ncc(C(=O)N4CCCc5ccccc54)c3n2)cc1,3%,-1%,-9%,-2%,11%,5.3,54,i,0.3%,6%,
O=C(CC1C(=O)NCCN1C(=O)Nc1ccccc1)Nc1ccc2c(c1)OCO2 (stereo not drawn),-10%,12%,7%,-5%,7%,0.6,36,i,0.0%,11%,
Cc1ccc(CN2CCN(Cc3cc(=O)c4ccccc4[nH]3)CC2CCO)o1 (stereo not drawn),6%,-12%,-7%,-8%,-2%,-0.1,62,i,0.1%,6%,
C=CCC(NC(C)c1ccccc1)c1ccco1 (stereo not drawn),-5%,0%,2%,11%,19%,0.6,81,i,-0.2%,11%,
COC(=O)c1cc(S(=O)(=O)Nc2ccsc2C(=O)OC)oc1C,24%,10%,0%,-9%,6%,0.8,41,i,-0.2%,10%,
COc1ccc(Nc2ccc(S(=O)(=O)N3CCCCC3)cc2[N+](=O)[O-])cc1OC,4%,3%,2%,-4%,19%,1.5,58,i,0.1%,8%,
Cc1nc2oc3ccccc3c(=O)c2c(=O)n1Cc1ccccc1,5%,9%,-4%,6%,-1%,0.2,85,i,-0.1%,7%,
CN1C(=O)C(C)(C)c2cc(S(=O)(=O)N3CCN(c4ccc(F)cc4)CC3)ccc21,-1%,4%,-9%,18%,7%,0.2,79,.,0.2%,8%,
CCOC(=O)c1c(C)[nH]c(C(=O)CN2CCOCC2)c1C,5%,-8%,-6%,2%,4%,2.2,62,i,-0.4%,3%,

# 4 compounds picked at random from the list so far:
SMILES,GPR35 arrestin U2OS,AID2073,NS5 inhibitors,GPR55 antagonists,Large T inhibition,NTR1 ag,NTR1 ag cell count 20 µM,Yfh1-depleted yeast,GPR55 beta-arrestin,MgcRacGAP inhibition,others
Cc1ccc(CN2CCN(Cc3cc(=O)c4ccccc4[nH]3)CC2CCO)o1 (stereo not drawn),6%,-12%,-7%,-8%,-2%,-0.1,62,i,0.1%,6%,
CCN(CC)C(=O)CSC1c2ccccc2C(=O)N1c1ccccc1 (stereo not drawn),0%,6%,-3%,-3%,2%,0.4,77,i,-0.2%,4%,
C=CCC(NC(C)c1ccccc1)c1ccco1 (stereo not drawn),-5%,0%,2%,11%,19%,0.6,81,i,-0.2%,11%,
C/C(=N\n1c(C)nc2ccccc2c1=O)c1ccc(C)o1,6%,-6%,5%,-2%,2%,0.5,58,i,0.1%,1%,

# Going on with the list.
SMILES,GPR35 arrestin U2OS,AID2073,NS5 inhibitors,GPR55 antagonists,Large T inhibition,NTR1 ag,NTR1 ag cell count 20 µM,Yfh1-depleted yeast,GPR55 beta-arrestin,MgcRacGAP inhibition,others
Cc1cccc(/C=N/c2sc3c(c2C#N)CCN(Cc2ccccc2)C3)c1O,-4%,20%,-4%,9%,6%,0.4,61,i,0.6%,2%,
Cc1ccccc1Cn1c(Cc2ccccc2)nc2ccccc21,12%,-6%,-3%,30%,4%,1.0,59,i,-2.0%,-2%,NS5 inhibitors pilot replicate=0.4
CCN(CC)C(=O)CSc1nc2c(sc(=S)n2CC)c(=O)n1-c1ccccc1,-18%,10%,-8%,1%,25%,3.3,72,i,-0.1%,3%,
CCCCc1nc2ccccc2c(=O)n1NC(=O)c1c(O)c2cccc3c2n(c1=O)CCC3,2%,2%,.,7%,.,.,.,.,0.7%,.,
CCc1ccc(OCC(=O)O/N=C(\N)c2ccccn2)cc1,11%,-9%,.,5%,.,.,.,i,-0.2%,.,
O=S(=O)(Nc1cccnc1Cl)c1ccc2c(c1)OCCO2,5%,-5%,-4%,.,15%,-0.7,62,i,0.0%,-6%,
CSc1ncc(CN2CCc3c([nH]c4ccccc34)C2c2cccc(O)c2)cn1 (stereo not drawn),3%,17%,-7%,-12%,6%,5.0,46,i,0.2%,-1%,
COc1ccc(C(=O)C(C)OC(=O)c2cccc(S(=O)(=O)Nc3cc(Cl)c(OC)cc3OC)c2)cc1 (stereo not drawn),8%,10%,3%,-5%,5%,-0.8,60,i,-0.3%,-10%,
CCCCN=C(Nc1ccc(Cl)cc1)c1cccnc1,-6%,16%,-3%,2%,7%,-1.3,93,i,-0.3%,9%,
C[C@@H]1O[C@@H](O[C@H]2[C@H](Oc3cc(O)c4c(c3)OC(c3ccc(O)cc3)CC4=O)O[C@H](CO)[C@@H](O)[C@@H]2O)[C@H](O)[C@H](O)[C@H]1O (stereo partly drawn),.,.,0%,.,34%,-1.3,66,.,.,5%,
Cn1c2ccccc2c2cc(/C=C(\NC(=O)c3ccccc3)C(=O)NCC(=O)O)ccc21,-4%,21%,-31%,7%,13%,0.0,59,i,-0.2%,11%,
CC1(C)Oc2ccc(C(=O)N3CCc4ccccc43)cc2N(CC(=O)N2CCCC2)C1=O,-3%,-8%,-2%,9%,7%,-0.2,45,i,0.0%,5%,
O=C(NCc1ccc(F)cc1)c1ccncc1,4%,9%,-8%,-14%,1%,0.7,71,.,-0.3%,3%,
CC(NC(=O)CSc1ncn[nH]1)c1ccc(Cl)cc1Cl (stereo not drawn),0%,3%,-5%,16%,.,1.1,48,.,0.2%,-1%,
CCn1cc(SCC(=O)N2CCOCC2)c2ccccc21,8%,-4%,0%,-9%,1%,2.2,93,i,-0.3%,-7%,
CCOC(=O)/C=C/C(=O)OCc1csc(CC(=O)Nc2ccccc2C)n1,3%,0%,-3%,-6%,11%,2.8,60,.,0.0%,1%,
CC1(C(=O)CSc2nc3ccccc3s2)CCC(=O)O1 (stereo not drawn),8%,-20%,-16%,2%,1%,-0.6,31,i,0.5%,17%,
COC(=O)CN(c1nc(C)c(Br)c(OC)n1)S(=O)(=O)c1ccc(C)cc1,2%,-2%,-8%,15%,0%,0.9,60,i,-0.2%,6%,
CC(=O)Nc1nc2c(ccc3ccccc32)s1,8%,13%,-8%,-8%,11%,0.9,65,.,-0.3%,9%,
CC(=O)Nc1ccc(NC(=O)C(C)n2c3ccccc3c3nc(=O)cc(C)n32)cc1 (stereo not drawn),13%,-7%,-2%,-10%,23%,-1.6,56,i,-0.4%,3%,
CC(C)Oc1ccc(C(=O)Nc2ncn[nH]2)cc1,12%,16%,7%,8%,14%,0.3,77,.,-0.2%,-18%,
CC(C(=O)O)N1C(=O)C2C3CC(C2C1=O)C1C(c2ccccc2)c2sc(=O)[nH]c2SC31 (stereo not drawn),11%,-22%,8%,12%,12%,2.0,42,i,0.6%,-2%,
CC1C(=O)C(C)(C)C(=O)OC1c1ccc([N+](=O)[O-])cc1 (stereo not drawn),4%,-12%,-1%,1%,20%,-1.9,86,.,0.0%,3%,
CC1CCc2nc(NC(=O)C3CC3)sc2C1 (stereo not drawn),-7%,0%,-1%,35%,-8%,0.6,40,i,0.2%,-1%,
COc1ccc(C2Nc3ccccc3C(=O)N2c2ccccc2)cc1Cn1cc([N+](=O)[O-])cn1 (stereo not drawn),1%,5%,-2%,10%,5%,3.5,72,i,0.1%,12%,
Cc1cc(C)c(C)c(OCC(=O)NCc2nc(-c3ccccc3)no2)c1,-6%,2%,-1%,1%,9%,6.2,63,i,-0.1%,10%,
COc1ccc(C(=O)N/N=C/c2ccc(OC)c(CN3CCc4cc(OC)c(OC)cc4C3C)c2)cc1 (stereo not drawn),4%,41%,-4%,12%,56%,0.5,56,i,-0.2%,3%,
C/C(=N/NC(=O)CNc1ccc(C)cc1)c1ccc(Cl)cc1,5%,4%,-4%,-5%,9%,-0.6,56,i,-0.3%,4%,
Cc1cc(=O)[nH]c(SCC(=O)N2CCCCCC2)n1,6%,1%,0%,6%,-5%,-0.1,46,i,0.0%,9%,
